MBD2 DNA inh: blocks human MBD2 binding to methylated DNA | Q9UBB5 | TR-FRET, MBD2 binding to methylated oligonucleotide | inhibition, % at 4.4 µM | hit rate 0.31% among 370,000; in the data active = inhibition above about 13%
mABHD4 FP: inhibits mouse alpha/beta hydrolase domain 4; Q8VD66; purified mABHD4, FP-Rh probe fluorescence polarization; inhibition, % at 8.92 µM; hit rate 0.54% among 370,000; AID 720543;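 active = inhibition exceeding the mean over every tested compound plus 3 SD, cut at about 30% in these data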;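 also: 0% = plate median of compound wells and 100% = S159A mutant with DMSO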
Target sequence (Q8VD66 whole entry, looked up, the tested form may be a part): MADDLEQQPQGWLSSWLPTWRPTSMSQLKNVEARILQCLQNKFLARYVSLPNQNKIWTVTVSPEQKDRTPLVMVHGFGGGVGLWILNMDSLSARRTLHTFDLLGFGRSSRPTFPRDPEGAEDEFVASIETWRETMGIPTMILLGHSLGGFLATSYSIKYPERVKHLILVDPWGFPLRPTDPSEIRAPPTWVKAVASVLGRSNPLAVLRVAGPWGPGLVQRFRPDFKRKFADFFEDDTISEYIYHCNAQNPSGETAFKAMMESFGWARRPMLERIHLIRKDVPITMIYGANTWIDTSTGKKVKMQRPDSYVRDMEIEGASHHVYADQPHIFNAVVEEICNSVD
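assay system = mABHD4 protein | compound dosing = single nominal dose of 8.92 µM, 0.89% DMSO final | read-out basis = percent inhibition of probe binding, normalized to plate controls | schedule = Enzyme–compound pre-incubation 45 min, then probe 60 min, both 25 °C | detection = fluorescence polarization, excitation 525 nm, emission 598 nm, BODIPY TMR filters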
LEDGF integ inh: blocks HIV-1 LEDGF/p75-dependent DNA integration; TR-FRET IN-LEDGF/p75 DNA integration, Eu/Cy5; inhibition, % at 3.7 µM; hit rate 0.64% among 370,000;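 active = inhibition above the screen-wide mean plus 3 SD, cut at about 13% in these data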;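 also: signal is the Cy5 over europium emission ratio at 671 and 618 nm; 0% = plate median of compound wells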
HTRA1 inhibitor: HTRA1 (human) protease inhibition. AID 504803. recombinant HTRA1, FP-rhodamine activity-based probe, fluorescence polarization. hit rate 0.5% among 340,000. inhibition, % at 5.96 µM. Q92743; in the data active = inhibition above about 36%;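 also: 0% = enzyme with DMSO and 100% = wells lacking enzyme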
SIAE primary: blocks human sialic acid acetylesterase. hit rate 0.69% among 370,000. inhibition, % at 9.66 µM. SIAE FP-Rh probe binding, fluorescence polarization;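 active = inhibition above a cutoff: mean of compounds within the control limits plus 3 SD of those, cut at about 17% in these data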;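 also: 0% = plate median of compound wells and 100% = probe without SIAE protein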
TCR-CD3 inh: inhibitors of human TCR-CD3 interaction; TAMRA-labeled TCR probe fluorescence, biochemical; inhibition, % at 9.4 µM; hit rate 0.37% among 360,000; in the data active = inhibition above about 19%;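 also: recombinant mutant TCR 2C K166C tagged with TAMRA read by polarization; 0% = receptor in buffer alone and 100% = receptor with positive control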
TDP2 absorb: blocks human TDP2 phosphodiesterase activity. recombinant TDP2, T5PNP hydrolysis, p-nitrophenol absorbance 415 nm. inhibition, % at 12.8 µM. hit rate 0.34% among 370,000. O95551. AID 720702;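 active = inhibition above the mean of all tested compounds plus 3 SD, set per campaign, cut at about 25% in these data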;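 also: 0% = DMSO with enzyme and 100% = buffer with substrate but no TDP2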
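System – recombinant human TDP2 · Amount – 120 nM TDP2 per well · Buffer or medium – Mg2+-containing Tris-HCl buffer, pH 7.5 · Reagent – T5PNP substrate, 5 mM · Dosing – 12.8 µM single point, 1% DMSO · Incubation – 2 h at 37 °C · Measured by – epi absorbance · Read-out basis – percent inhibition · Benchmarks – high control without enzyme, low control DMSO plus TDP2 · Repeats – singlicate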
rCAG RNA binder: r(CAG) repeat RNA binding. hit rate 1.3% among 370,000. inhibition, % at 3 µM. AID 651821. TO-PRO-1 dye displacement fluorescence;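 active = inhibition above the plate cutoff, the mean of all test compounds on that plate plus 3 SD, cut at about 35% in these data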;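 also: 0% = DMSO alone and 100% = 100 µM mitoxantrone as full dye displacement; higher means more dye released from RNA so lower well fluorescence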
PRMT1 FP inh: PRMT1 (human) inhibition, primary screen. Q99873. recombinant PRMT1, activity-based probe fluorescence polarization. inhibition, % at 2.79 µM. hit rate 1.3% among 370,000;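 active = inhibition above about 21% made by adding two undisclosed values, limit read from the data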
Target sequence (Q99873 whole entry, looked up): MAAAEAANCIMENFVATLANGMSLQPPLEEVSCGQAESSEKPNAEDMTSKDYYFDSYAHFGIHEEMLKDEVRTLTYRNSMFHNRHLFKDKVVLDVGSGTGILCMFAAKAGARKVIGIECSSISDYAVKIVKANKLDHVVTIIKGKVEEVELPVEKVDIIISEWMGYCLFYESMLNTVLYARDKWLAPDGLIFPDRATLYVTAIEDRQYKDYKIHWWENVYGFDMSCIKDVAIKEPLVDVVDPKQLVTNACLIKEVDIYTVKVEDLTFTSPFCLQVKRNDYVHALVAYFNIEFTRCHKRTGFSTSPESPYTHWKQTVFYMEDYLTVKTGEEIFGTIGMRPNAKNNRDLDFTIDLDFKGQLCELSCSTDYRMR
GC-B act: GC-B (human) receptor activation. P20594. HEK293-GC-B cells, CNP EC30, cGMP TR-FRET; 0% at EC30 CNP, 100% saturating CNP. activation, % at 10 µM. hit rate 0.11% among 370,000. AID 1920062;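 active = activation at 10 µM reaching about 35% in either raw or pattern-adjusted values, limit read from the data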
Active calls of the source: *; / = not tested or not shown.

mol,SIAE primary,PRMT1 FP inh,TCR-CD3 inh,rCAG RNA binder,HTRA1 inhibitor,GC-B act,MBD2 DNA inh,TDP2 absorb,mABHD4 FP,LEDGF integ inh
CCCOC(=O)CN1C(=O)c2ccc(C(=O)OCCC)cc2C1=O,-2,-2,6,-5,-2,-1,3,-6,-3,0
CC(C)NC(=O)C1(O)c2ccccc2NC(=O)N1c1ccc(Cl)c(Cl)c1 (stereo unspecified),-6,4,-4,0,-9,-4,7,-7,-15,3
COc1ccccc1NC(=O)N(Cc1ccco1)Cc1cc2cccc(C)c2[nH]c1=O,0,-2,2,-2,-12,-2,3,-2,-10,2
Cc1occc1C(=O)N/N=C/c1ccc(-c2cccc([N+](=O)[O-])c2)o1,4,2,-4,9,-14,8,-1,2,1,-3
O=C(CN1C(=O)NC2(CCCC2)C1=O)OCCOc1cccc(Cl)c1,4,-3,9,-6,0,5,3,11,-2,1
CCC(C)Sc1ccc([C@H]2N[C@@](Cc3ccccc3)(C(=O)OC)[C@H]3C(=O)N(C)C(=O)[C@@H]23)cc1 (stereo partly specified),0,-2,0,-5,-9,-4,-4,-8,-4,-4
Cc1ccccc1OCC(=O)N1CCN(C(=O)COc2ccccc2C)CC1,-8,7,-5,-3,0,0,3,3,2,-1
C/C(=N\Nc1ccccn1)c1ccc(N2CCOCC2)cc1,-1,-2,-2,-4,-2,-1,-1,4,1,3
OC(c1ccc(Cl)cc1)c1ncc(-c2ccc(Cl)cc2)[nH]1 (stereo unspecified),2,-4,1,3,/,-7,0,7,-12,3
Cc1[nH]c2ccccc2c1C(=O)C(=O)NCc1cccs1,3,-4,3,3,-5,1,0,0,-2,1
c1cnc(SCCOc2ccc3c(c2)CCC3)nc1,11,-1,4,-6,0,2,-5,4,0,3
COc1ccccc1CNC(=O)c1cc(S(=O)(=O)N2CCN(c3ccccc3)CC2)ccc1Cl,-6,0,-7,6,-1,4,-2,-6,-4,0
CC1(C(=O)NS(=O)(=O)c2ccc(Cl)cc2)CCN1C(=O)C1(c2ccccc2)CCCC1 (stereo unspecified),2,-9,1,50*,/,2,0,-2,-1,3
NS(=O)(=O)c1ccc(NC(=O)c2ccc(S(=O)(=O)N3CCCCCC3)cc2)cc1,-11,3,4,5,-9,4,4,-2,-5,3
COc1cc(OC)cc(-c2noc([C@@H]3O[C@H](CO)[C@@H](O)[C@H]3O)n2)c1,1,-4,0,1,/,1,0,8,-8,-3
COC(=O)c1cc(-c2ccc(OC)cc2)n[nH]1,-4,-1,-3,-1,3,0,-5,-4,3,-3
O=C(CNC(=O)c1ccc2c(c1)OCO2)NCCOc1ccc(Cl)cc1,1,5,-5,-2,1,-2,-2,5,3,-2
COc1cccc(/C=N/Nc2nc(Nc3ccccc3)nc(-n3nc(C)cc3C)n2)c1O,-16,-1,-4,13,9,3,-4,-5,-40,-3
COC(=O)c1cc(S(=O)(=O)Nc2cc(OC)cc(OC)c2)cn1C,11,-1,0,2,3,-3,0,5,-3,-1
COC(=O)N/N=C1\CCCc2c(C)cc(C)cc21,10,1,3,-4,-2,-4,-2,9,-5,2

A second format for part of the listing above.
Values run as follows: SIAE primary, PRMT1 FP inh, TCR-CD3 inh, rCAG RNA binder, HTRA1 inhibitor, GC-B act, MBD2 DNA inh, TDP2 absorb, mABHD4 FP, LEDGF integ inh
c1cnc(SCCOc2ccc3c(c2)CCC3)nc1
  11, -1, 4, -6, 0, 2, -5, 4, 0, 3
COc1ccccc1CNC(=O)c1cc(S(=O)(=O)N2CCN(c3ccccc3)CC2)ccc1Cl
  -6, 0, -7, 6, -1, 4, -2, -6, -4, 0
CC1(C(=O)NS(=O)(=O)c2ccc(Cl)cc2)CCN1C(=O)C1(c2ccccc2)CCCC1 (stereo unspecified)
  2, -9, 1, 50*, /, 2, 0, -2, -1, 3
NS(=O)(=O)c1ccc(NC(=O)c2ccc(S(=O)(=O)N3CCCCCC3)cc2)cc1
  -11, 3, 4, 5, -9, 4, 4, -2, -5, 3

New compounds follow
mol,SIAE primary,PRMT1 FP inh,TCR-CD3 inh,rCAG RNA binder,HTRA1 inhibitor,GC-B act,MBD2 DNA inh,TDP2 absorb,mABHD4 FP,LEDGF integ inh
CN(C)C(CNC(=O)c1ccc2ccccc2c1)c1ccco1 (stereo unspecified),-8,1,2,-2,2,-1,-2,2,2,2
CSc1ncccc1C(=O)OCC(=O)NCCCc1ccccc1,-3,-6,0,-3,-4,-3,4,-1,-5,2
Cc1csc(NC(=O)C2CCCN(S(=O)(=O)c3ccc4c(c3)oc(=O)n4C)C2)n1 (stereo unspecified),0,-2,8,4,-1,5,-1,3,-4,0
COc1cccc(N=Nc2c(=O)[nH]n3c(=O)c4c([nH]c23)CCC4)c1,5,0,5,39*,4,-5,-17,6,13,-2
CCCCN(C(C)=O)c1ccc2c(c1)C1CC2CCN1C(=O)OCc1ccccc1 (stereo unspecified),3,-2,3,-3,-12,0,-5,0,0,0
CNC(=O)OC1CC2CC1[C@H]1CCCCN1C2=O (stereo partly specified),4,-2,6,-1,/,-4,-2,9,-5,1
CC1C(=O)N(Cc2cn(CCC3OCCCO3)nn2)CCS(=O)(=O)N1Cc1ccc(-c2ccncc2)cc1 (stereo unspecified),-2,3,-9,2,6,4,4,-6,-2,-7
Cc1[nH]c2ccccc2c(=O)c1C(=O)/C=C/c1ccccc1,6,-4,1,0,-10,4,-3,12,-1,2
CC(=O)N1CCOc2ccc(S(=O)(=O)NCCc3ccccc3)cc21,3,1,-1,-1,-6,5,1,-6,-1,-9
CC(C)(C)c1ccc(OCC(=O)O)cc1,2,0,-5,3,4,0,3,-11,-2,1
C=CCn1c(C)cc(C(=O)CSc2nc3ccccc3c(=O)[nH]2)c1C,-4,9,-14,10,-13,4,-4,-4,-8,5
Cc1ccc2nc(N3CCN(c4ccccc4)CC3)c(C=O)c(=O)n2c1,7,8,-3,-5,6,-5,0,-5,-2,3
COc1ccc(CCNC(=O)C2CC(=O)N(C3CCCC3)C2)cc1OC (stereo unspecified),2,-1,4,-5,-3,4,4,-3,-2,2
CNC(=O)/C(C#N)=C/c1c(N2CCCCCC2)nc2ccccn2c1=O,8,-2,2,-5,7,2,-4,10,-3,-2
Cc1cc(N/C=C\C(=O)c2ccc(Cl)c(Cl)c2)no1,1,-3,6,1,-5,-7,-3,-4,2,-1
COc1cc2cc(CN(CCc3cccc(C)c3)C(=S)NCCCN(C)C)c(=O)[nH]c2cc1OC,-1,0,3,10,5,2,-1,2,1,-3
Cc1nn2c(-c3ccc(F)cc3)ccnc2c1Cl,0,-1,-2,-5,-9,3,-3,11,-2,0
Cc1c(C(=O)N2CCc3ccccc32)oc2ccccc12,-3,-3,-1,-2,-24,-8,-6,6,-9,-1
Brc1ccc(-c2nc3ccccc3s2)s1,-1,1,3,2,-9,-20,-1,-9,-10,0
COc1cccc(CN2CC(C(=O)NC3(c4ccccc4)CC3)CCC2=O)c1 (stereo unspecified),-9,-2,3,-1,-4,2,-2,-5,-5,2

Reprinted from the part before: three entries, followed by the next part.
mol,SIAE primary,PRMT1 FP inh,TCR-CD3 inh,rCAG RNA binder,HTRA1 inhibitor,GC-B act,MBD2 DNA inh,TDP2 absorb,mABHD4 FP,LEDGF integ inh
Cc1c(C(=O)N2CCc3ccccc32)oc2ccccc12,-3,-3,-1,-2,-24,-8,-6,6,-9,-1
Brc1ccc(-c2nc3ccccc3s2)s1,-1,1,3,2,-9,-20,-1,-9,-10,0
COc1cccc(CN2CC(C(=O)NC3(c4ccccc4)CC3)CCC2=O)c1 (stereo unspecified),-9,-2,3,-1,-4,2,-2,-5,-5,2
Cc1ccc(-c2n[nH]c(=O)c3ccccc23)cc1S(=O)(=O)NCCO,-1,0,-2,-1,8,6,0,8,-3,0
CN(C)CCCNC(=O)C[C@@H]1CC[C@@H]2[C@H](COc3ccc(NC(=O)c4cccc(F)c4)cc3C(=O)N2C)O1,3,0,/,3,/,0,-3,-2,2,1
Cc1ccc(Nc2c(-c3ccccc3O)nc3ncccn23)cc1,8,-2,-6,5,-18,17,1,-21,0,3
CCOc1ccc(NC(=O)Nc2c(C)n(C)n(-c3ccccc3)c2=O)cc1,-3,3,-7,-5,4,2,4,-6,-5,-4
COc1ccc(/C=C/C(=O)OCC(=O)NC2CCCC2)cc1,2,-3,-3,-3,-5,-1,-5,-13,-3,5
COc1ccc(CCNC(=O)c2ccc(=O)[nH]c2)cc1OC,1,-2,1,5,8,-1,-1,-12,5,2
Cc1cc(C)n(-c2nc(C)nc(N)n2)n1,-3,4,2,-2,2,5,-3,0,2,2
CN(C(=O)c1cnc2n(c1=O)CCS2)C1CCCCC1,-1,-4,5,1,-4,11,2,8,5,6
COc1cc(OC)cc(C(=O)Nn2cc(C(=O)N3CCN(C)CC3)c3ccccc3c2=O)c1,7,1,-5,1,-2,1,5,-6,3,3
Cc1ccc(C)c(Nc2ccc3nonc3c2[N+](=O)[O-])c1,-5,-1,8,0,-3,3,-2,11,2,1
CC(C)C(=O)Nc1nnc(CCc2ccccc2)s1,-9,-1,1,0,3,-5,0,3,2,-1
COc1cccc(C(=O)Nc2ccccc2N2CCCC2)c1,-2,5,-7,5,0,2,10,3,-10,-6
CSc1sc(C(=O)N2CCCCC2)c(-c2cccs2)c1C#N,-1,-5,-1,0,/,-2,-4,-29,0,-1
CC(Oc1ccc(Cl)cc1Cl)c1nc(-c2ccccn2)no1 (stereo unspecified),0,1,-1,-6,-9,-2,1,15,-8,-1
CC12C(=O)N(c3ccc(OC(=O)c4ccco4)cc3)C(=O)C1C1c3ccccc3C2c2ccccc21 (stereo unspecified),-1,-1,-2,6,4,4,-1,14,-2,-1

High-throughput results: PubChem BioAssay, several laboratories

An excerpt; count on the stated rates, not on these rows.
